# TTR transcr act – TTR transcription activators in neuroblastoma reporter cells, primary screen, cell-based, luminescence, SH-SY5Y, TTR promoter Gaussia luciferase | 92,000 tested, 1.3% active | activation, % at 16.7 µM | 100% = recombinant luciferase protein wells | AID 1117267, 2014;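 active = activation above the mean of all tested compounds plus 3 SD, cut at about 9.5% in these data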;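 note: cells exposed to compounds for one day before reading; 0% = median of all test compound wells on the plate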
# Active calls of the source: *. These rows are one share of the data; count on the stated rates, not on these rows.
TTR transcr act	molecule
0.0	CC(C)CNC(=S)N(CCN(C)C)Cc1cc2cc3c(cc2[nH]c1=O)OCO3
2.6	Cc1ccc(OCC(=O)NNC(=O)Cn2c(=O)cnc3ccccc32)cc1
1.8	CCn1ccnc1CN(C)C(=O)c1cc(COc2c(F)cccc2F)on1
-1.9	CN(C)S(=O)(=O)n1cnc(C(CCO)c2ncn(S(=O)(=O)N(C)C)c2CCCO)c1 (configuration not stated)
-2.2	CC1(C)C(=O)N(c2ccccc2)C1c1ccccc1O (configuration not stated)
2.3	CCc1nc(SCC(=O)Nc2ccccc2C(=O)OC)n[nH]1
-0.2	COc1ccc(NC(=O)CSc2cc(C)nc3c(-c4ccccc4)cnn23)cc1
-1.4	COc1cc(C2NC(=S)NC(C)=C2C(=O)OC(C)C)ccc1OC(C)C (configuration not stated)
0.1	Cc1cc(C(=O)N/N=C2\CCCC(C)C2)n[nH]1 (configuration not stated)
-1.3	Cc1ccc(-n2nc(C)c3c2OC(N)=C(C#N)C3c2ccc(C)o2)cc1 (configuration not stated)
1.8	O=S1(=O)CCOCCCN1Cc1ccccc1
-1.5	COc1ccc(S(=O)(=O)Nc2cccc3c2O[C@H](CN(C)S(=O)(=O)c2ccccc2)[C@@H](C)CN([C@H](C)CO)C3=O)cc1
-1.3	CN(C)C(=O)c1ccc(NS(=O)(=O)c2ccc3c(c2)OCCO3)cc1
-1.8	CCn1nc(C)c(CN2CCCC(C(=O)c3cccc(OC(C)C)c3)C2)c1C (configuration not stated)
-1.3	CCCCCC(=O)Nc1nc(C)c(-c2csc(Nc3cc(OC)ccc3OC)n2)s1
-1.3	CC(=O)NC(=S)Nc1ccc(NC(=O)COc2ccc(C(C)C)cc2)cc1
0.4	Cc1ccc(C)c(S(=O)(=O)N/N=C/c2ccc(N(C)C)cc2)c1
7.2	CCOc1ccc(CN2CCN(Cc3cnn(CC)c3C)CC2CCO)cc1 (configuration not stated)
0.6	O=C(CN1C(=O)CCC1=O)Nc1nc(-c2nc3ccccc3s2)cs1
1.3	O=C(c1cc(C2CC2)nn1-c1ccccc1)N1CCN(c2ncc(C(F)(F)F)cc2Cl)CC1
-0.6	O=C(NCc1ccc2c(c1)OCO2)c1cc2n(n1)C(C(F)(F)F)CC(c1ccc3c(c1)OCO3)N2 (configuration not stated)
0.1	Cc1cccc(N2C(=O)C(O)=C(C(=O)c3cccs3)C2c2cccc(Oc3ccccc3)c2)n1 (configuration not stated)
-0.9	C=CCC[C@H](CCCCC)OC(=O)/C=C/[C@H](O)[C@@H](O)C[C@@H](O)CC=C
1.6	O=C(CNC(=O)c1ccccc1)Oc1ccc([N+](=O)[O-])cc1
4.6	CC(=O)N1CCc2cc(C(=O)CN3CCN(c4ccccn4)CC3)ccc21
4.3	CCn1cc(C(=O)Nc2sc(C)c(C)c2C(=O)OC)cn1
-0.8	Cc1cccc(-c2nsc(SCC(=O)NCC3CCCO3)n2)c1 (configuration not stated)
-0.9	COc1nc(NCc2ccco2)nc(NC2CCCCC2)n1
-0.6	COc1ccc(/C=C/c2c(-c3cccc(C)c3)oc3ccc(N4CCOCC4)cc23)cc1
-1.2	CSCC[C@H](NC(=O)C1CCN(S(=O)(=O)c2ccc(C)cc2)CC1)C(=O)NCC1CCCO1 (some centres not stated)
-0.5	Cc1ccc(C(=O)CCC(=O)N2CCC(C(N)=O)CC2)s1
-0.8	COc1ccccc1-c1sc2ccccc2c1-c1ccccc1OC
8.9	O=C(N/N=C\c1cc([N+](=O)[O-])ccc1N1CCOCC1)c1ccccn1
-0.2	Cc1cccc(C)c1NC(=O)c1ccccc1C(=O)O
0.8	O=C(O)c1ccc[n+](Cc2ccc([N+](=O)[O-])cc2)c1
-1.4	COc1ccc(O)c(/C=N/NC(=O)c2ccc(CSc3nc(C)cc(C)n3)cc2)c1
5.0	Cn1c(NC2=NC3(CCCC3)C3=C(CCCC3=O)N2)nc2ccccc21
0.8	CCn1cc(C(=O)NCC2CCCO2)c(=O)c2cc(S(=O)(=O)N3CCC(C)CC3)ccc21 (configuration not stated)
-0.6	Cc1ccnc(SCc2cc(=O)c(OC(=O)c3ccc(C#N)cc3)co2)n1
14.3*	Cc1ccc(Cl)c(NC(=O)CSc2cccc[n+]2[O-])c1Cl
-0.5	O=c1oc2cc(Br)ccc2n1CSC1=NCCS1
0.1	COc1cc(-c2noc(C)n2)cc(OC)c1OC
-0.2	CCCCN(C(=O)c1cccc(S(=O)(=O)N2CCCC2)c1)c1c(N)n(CCC)c(=O)[nH]c1=O
1.0	CCC(C)(C(=O)NC1CCCCC1)N(CC1CCCO1)C(=O)Cc1cccs1 (configuration not stated)
0.1	CCOc1ccc(-n2c(N)c(C(=O)N3CCN(C)CC3)sc2=S)cc1
1.4	CC(=O)Nc1ccc(NC(=O)CCc2c(C)noc2C)cc1
5.8	C=CCC(C)(NCc1ccccc1)c1ccccc1 (configuration not stated)
1.5	CCOC(=O)c1[nH]ncc1CN1CCN(Cc2ccccc2)C(CCO)C1 (configuration not stated)
3.4	O=C(C1CCN(Cc2cn[nH]c2-c2ccc(F)cc2F)CC1)N1CCOCC1
1.9	CCN(CC)CCN(C)C(=O)c1[nH]c(C(F)(F)F)nc1-c1ccccc1
-0.1	COc1ccccc1-c1nc(SCC(=O)N2CCC(C(N)=O)CC2)n[nH]1
4.3	CCCOC(=O)C(C)n1c(-c2ccccc2)nc2ccccc2c1=O (configuration not stated)
0.6	CC1CC(C)CN(C(=O)CCc2nnc3ccc(N4CCCCC4)nn23)C1 (configuration not stated)
1.2	CCn1cc(CN2CCCC(C(=O)Nc3ccc(-c4cscn4)cc3)C2)c(C)n1 (configuration not stated)
-0.7	COc1cc(C(=O)NNC(=O)c2ccco2)cc(OC)c1OC
-1.9	CCNc1sc(C(=O)c2cccs2)c(N)c1C#N

# Additional entries
TTR transcr act	molecule
1.8	O=C(c1ccc(-c2cccc(C(F)(F)F)c2)o1)N1CCOCC1
-0.9	COc1ccc(C)cc1NC(=O)C(OC(=O)c1ccc(Cl)c(S(=O)(=O)N(C)c2ccccc2)c1)c1ccccc1 (configuration not stated)
-1.0	CCOC(=O)c1c(N2C(=O)C3C4C=CC(C4)C3C2=O)sc2c1CCC(C)C2 (configuration not stated)
-0.8	CC(C)CNC(=S)N(CCCN(C)C)Cc1cc2cc3c(cc2[nH]c1=O)OCCO3
-2.7	CC1CCC2(CC1)NC(=S)N(C(C)(C)C)N2 (configuration not stated)
2.8	Cc1ccc2cc(CCNC(=O)Cc3cccs3)c(=O)[nH]c2c1
-1.4	CC(C)n1c(=O)[nH]c(=O)n1C(C)C
8.3	CC(C)n1c(SCC(=O)Nc2ccccc2)nc2c1c(=O)n(C)c(=O)n2C
-1.1	O=C(Nc1cccc([N+](=O)[O-])c1)c1cnccn1
1.4	Cc1ccccc1NC(=O)CCN1CCN(CCO)CC1
3.1	CCC(=O)Nc1cccc(C(=O)OCC(=O)c2ccccc2Cl)c1
1.5	CNC(=S)N1N=C(c2ccc(C)cc2)CC1c1ccc(N(C)C)cc1 (configuration not stated)
0.7	CCOC(=O)N1CCC(NC(=O)C2=CCN(S(=O)(=O)c3ccc(OC)cc3)CC2)CC1
2.2	O=C(c1ccc(N2C(=O)C3CCCCC3C2=O)cc1)N1CCCCC1 (configuration not stated)
-0.2	Cc1nnc(-c2cnn(C)c2N)n1Cc1cccc(Cl)c1
-0.9	CSc1nnc(-c2cnccn2)n1CCCN1CCCC1=O
5.8	c1ccc(OCCOc2cccc3cccnc23)cc1
-1.2	COCCSc1nc(N)c2c3c(sc2n1)CN(C)CC3
13.3*	O=C1Oc2ccccc2C2(O)C3CCCCCC3C12 (configuration not stated)
0.9	c1ccc(N2CCN(c3nc4ccccc4n4cnnc34)CC2)cc1
2.2	CN(C)/C=C1\C(=O)NN=C1C(F)(F)F
2.4	Cc1ccc(CNC(=O)c2sccc2-n2cccc2)cc1
1.3	Cn1c(=O)[nH]c2ccc([N+](=O)[O-])nc21
0.5	CCOC(=O)CSc1nc2ccccc2c(=O)n1Cc1ccco1
-3.0	COc1ccc(C2CC(c3ccccc3)=NN2S(=O)(=O)c2ccccc2)c(OC)c1 (configuration not stated)
0.5	Cc1cc(NC(=O)c2cccc(Cl)c2)n[nH]1
0.7	COc1ccc2[nH]c3c(c2c1)CCN1C(=O)C(CC(=O)NCCC2=CCCCC2)C[C@H](C(=O)N2CCCCC2)[C@@]31C (some centres not stated)
5.5	COCCNc1nc(C)c(C(C)=O)s1
6.2	CCN(C(=O)COC(=O)/C=C/c1ccc(C)o1)c1c(N)n(Cc2ccccc2)c(=O)[nH]c1=O
0.4	O=S1(=O)CCO[C@H]2Cc3ccccc3[C@H]2N1Cc1ccccc1F
3.6	S=c1[nH]nc(-c2cccnc2)n1/N=C/C=C/c1ccccc1
3.7	COc1ccc(OC)c(NC(=O)COC(=O)/C=C/c2ccccc2Cl)c1
-4.4	Cc1ccc(NC(=O)CN(C)CC(=O)Nc2cccc(F)c2)cc1[N+](=O)[O-]
-1.2	Cc1ccc(S(=O)(=O)Nc2ccc3c(c2)nc(CCN2CCOCC2)n3C)cc1
0.1	CC(C)n1ncc2c(C(=O)NCCOc3ccccc3F)cc(C3CC3)nc21
-0.5	Cn1nc(OC(=O)Nc2ccc(F)cc2)cc1C(F)(F)F
-0.7	O=C(c1ccc(CS(=O)Cc2ccc(Cl)cc2)o1)N1CCN(c2ccccc2)CC1 (configuration not stated)
-0.9	OCCN1CCN(Cc2cc(Br)cc(Br)c2O)CC1
-1.2	COc1ccc(CN2CCN(CC=C(C)C)C(CCO)C2)cc1Cn1cccn1 (configuration not stated)
-1.5	COc1ccc(OC)c(C(=O)CSc2nnc(-c3cccs3)n2C)c1
0.1	CCN(CC(=O)NCc1cccs1)C(=O)c1cccc(S(=O)(=O)N(C)C)c1
1.2	O=C(Nc1cc(C(F)(F)F)ccc1N1CCOCC1)c1ccc(Cl)nc1
0.3	CCCc1c(NC(=O)Nc2ccc(F)cc2)cnn1-c1ccc(Cl)cc1
-0.6	CCCC1CCC(c2ccc(/C(N)=N/O)cc2)CC1 (configuration not stated)
-1.1	CCOC(=O)C1=C(C)NC(=O)NC1c1c(O)ccc2ccccc12 (configuration not stated)
-1.1	C[C@H](NC(=O)OC(C)(C)C)C(=O)N/N=C/c1ccc2nccnc2c1
1.8	CCOc1ccc(-c2cn(-c3cccc(SC)c3)c(=O)[nH]2)cc1
3.9	CCOC(=O)N1CCC(NC(=O)CN2C(=O)COc3ccc(C(C)(C)C)cc32)CC1
-3.5	CCCC(=O)Nc1ccc(-c2csc(N/N=C\c3ccncc3)n2)cc1
1.1	NC(=S)NNC(=O)c1ccccc1
-2.2	CCOc1ccc(OCc2ccc(C(=O)O)o2)cc1
-0.4	COc1cccc(CNC(=O)CNC(=O)N2CC(=O)Nc3ccccc32)c1
-1.9	O=C(/C=C/c1cccs1)c1ccc(Br)cc1
-0.7	Cc1cc(C(=O)OCC(=O)NCc2ccc(Cl)cc2Cl)c(C)o1
-5.6	COc1ccc(CCNc2ncnc3c2oc2ccccc23)cc1OC
0.6	COc1cc2oc(=O)cc(CN3CCCCC3)c2cc1Cl

# Going on with the list:
TTR transcr act	molecule
-1.2	FC(F)(F)c1cccc(NC(=S)N2CCN(c3ccccn3)CC2)c1
-1.1	CC1(c2nnnn2Cc2ccccc2)CN(S(C)(=O)=O)CC(=O)N1Cc1cccs1 (configuration not stated)
0.8	CC(C(c1cccs1)c1c(N)n(C)c(=O)n(C)c1=O)[N+](=O)[O-] (configuration not stated)
2.0	O=C1CC(c2ccccc2)CC(O)=C1C=NCCN1CCN(Cc2ccccc2)CC1 (configuration not stated)
-1.4	COc1cccc(N2CCN(c3ccc4nnc(CCC(=O)Nc5ccccn5)n4n3)CC2)c1
2.6	Cc1ccccc1CSc1ccc(S(=O)(=O)N2CCCC2)cn1
-0.1	CC(C)(C)NC(=O)NC(=O)CN1CCN(Cc2ccccc2)CC1
4.0	CCN(CC)CCN1C(=O)C(=O)/C(=C(/O)c2ccc(OC(C)C)cc2)C1c1ccncc1 (configuration not stated)
-0.6	CC1=CC(=O)CC(C)(C)[C@@]1(O)/C=C/[C@@H](C)O[C@@H]1O[C@H](CO)[C@@H](O)[C@H](O)[C@H]1O
2.7	Cc1cc(NC(=O)CS(=O)(=O)Cc2ccccc2)no1
1.9	Cc1nc2ccccc2c(C)c1CC(=O)N(C)CC(=O)Nc1cccc(F)c1
-1.0	Cc1ccnc(SC2CC(=O)N(c3ccc(Cl)cc3)C2=O)n1 (configuration not stated)

# Among those listed so far, 13 have a Cl atom.
TTR transcr act	molecule
1.3	O=C(c1cc(C2CC2)nn1-c1ccccc1)N1CCN(c2ncc(C(F)(F)F)cc2Cl)CC1
14.3*	Cc1ccc(Cl)c(NC(=O)CSc2cccc[n+]2[O-])c1Cl
-0.9	COc1ccc(C)cc1NC(=O)C(OC(=O)c1ccc(Cl)c(S(=O)(=O)N(C)c2ccccc2)c1)c1ccccc1 (configuration not stated)
3.1	CCC(=O)Nc1cccc(C(=O)OCC(=O)c2ccccc2Cl)c1
-0.2	Cc1nnc(-c2cnn(C)c2N)n1Cc1cccc(Cl)c1
0.5	Cc1cc(NC(=O)c2cccc(Cl)c2)n[nH]1
3.7	COc1ccc(OC)c(NC(=O)COC(=O)/C=C/c2ccccc2Cl)c1
-0.7	O=C(c1ccc(CS(=O)Cc2ccc(Cl)cc2)o1)N1CCN(c2ccccc2)CC1 (configuration not stated)
1.2	O=C(Nc1cc(C(F)(F)F)ccc1N1CCOCC1)c1ccc(Cl)nc1
0.3	CCCc1c(NC(=O)Nc2ccc(F)cc2)cnn1-c1ccc(Cl)cc1
-0.7	Cc1cc(C(=O)OCC(=O)NCc2ccc(Cl)cc2Cl)c(C)o1
0.6	COc1cc2oc(=O)cc(CN3CCCCC3)c2cc1Cl
-1.0	Cc1ccnc(SC2CC(=O)N(c3ccc(Cl)cc3)C2=O)n1 (configuration not stated)

# Bioassay records as filed in PubChem.
